NTR1 agonist – NTR1-driven beta-arrestin-GFP spot formation – imaging, U2OS cells, high content, primary screen (AID 493036). activation, % at 20 µM. agonist mode. P30989. hit rate 0.17% among 330,000;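 active means activation at or above 40% of the spot to cytoplasm intensity ratio, with at least 20 cells analyzed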;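 further: 0% = DMSO without peptide and 100% = 100 nM NTR1 peptide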
Target sequence (P30989 whole entry, looked up): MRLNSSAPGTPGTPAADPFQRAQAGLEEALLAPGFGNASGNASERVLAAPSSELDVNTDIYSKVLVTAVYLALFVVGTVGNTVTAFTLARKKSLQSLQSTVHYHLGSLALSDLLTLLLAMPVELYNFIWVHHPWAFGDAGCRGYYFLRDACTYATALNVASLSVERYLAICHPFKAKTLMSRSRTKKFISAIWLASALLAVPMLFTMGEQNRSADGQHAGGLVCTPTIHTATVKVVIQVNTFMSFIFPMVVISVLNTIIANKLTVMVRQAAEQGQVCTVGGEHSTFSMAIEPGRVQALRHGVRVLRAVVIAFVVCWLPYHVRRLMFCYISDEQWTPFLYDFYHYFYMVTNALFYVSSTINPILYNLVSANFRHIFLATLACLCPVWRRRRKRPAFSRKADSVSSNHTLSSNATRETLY
GPR35 antagonists – GPR35 antagonists blocking zaprinast-driven arrestin recruitment, primary screen, imaging, U2OS, beta-arrestin-GFP, zaprinast agonist (AID 2058); U2OS GPR35 beta-arrestin-GFP translocation imaging, zaprinast antagonism; higher % means a stronger effect; inhibition, % at 10 µM; hits with a dose series show IC50 in µM; hit rate 0.052% among 290,000;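 active means inhibition of at least 50% with at least 30 cells and total cytoplasm GFP at most 10,000,000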
LYP phosphatase – inhibitors of LYP phosphatase, biochemical, fluorescence intensity, uHTS (AID 1779) | recombinant LYP phosphatase, fluorescence intensity; higher % means a stronger effect | one-dose inhibition, % at 11.5 µM; IC50 in µM for titrated hits | hit rate 0.054% among 290,000; in the data active means inhibition above about 50%;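 further: plate controls were vehicle with enzyme for no effect and no enzyme for full effect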
SV40 large T antigen – SV40 large T antigen inhibitors, biochemical (AID 1903). SV40 large T antigen ATPase/helicase inhibition assay; higher % means a stronger effect. inhibition, % at 20 µM; hits with a dose series show IC50 in µM. hit rate 0.39% among 310,000; in the data active means a potency from the dose series; further: strong numbers were not always called active
GPR55 antagonists – GPR55 antagonists blocking LPI-driven arrestin recruitment, primary screen, imaging, U2OS, beta-arrestin-GFP, LPI agonist (AID 2013) | U2OS GPR55 beta-arrestin-GFP translocation imaging, LPI antagonism; higher % means a stronger effect | inhibition, % at 10 µM, or IC50 in µM where a hit was titrated | hit rate 0.13% among 290,000;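 active means spots per cell inhibited over 60%, with over 100 cells counted and total cytoplasm intensity under 500,000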;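 further: U2OS cells stably carrying GPR55 and arrestin-GFP stimulated by 5 µM LPI near EC80; imaged beta-arrestin-GFP aggregate spots per cell after agonist stimulation; plate controls were LPI-stimulated DMSO wells for no effect and DMSO wells without LPI for full effect; some results filed as inactive read as strong as hits; confirmed hits need IC50 under 10 µM and bright autofluorescent wells are also inconclusive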
GPR55 activation – selective activators of receptor GPR55 – imaging, U2OS cells, beta-arrestin-GFP redistribution, primary screen (AID 1961); hit rate 0.048% among 290,000; activation, % at 10 µM, or EC50 in µM where a hit was titrated; U2OS GPR55 beta-arrestin-GFP redistribution imaging; higher % means a stronger effect;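 active means activation above 40% with more than 50 cells counted in the well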;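 further: U2OS osteosarcoma cells stably expressing GPR55 and beta-arrestin-GFP; plate controls were DMSO negative control for no effect and LPI positive control for full effect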
Rac1 GTP hydrolysis – MgcRacGAP GTPase-activating activity inhibitors, confirmation, biochemical, ADP Hunter fluorescence. MgcRacGAP-stimulated Rac1 GTP hydrolysis, ADP Hunter fluorescence; higher % means a stronger effect; GST-tagged Rac1 F28L mutant substrate. AID 624330. hit rate 0.6% among 340,000. one-dose inhibition, % at 30 µM; IC50 in µM for titrated hits;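 active means first-screen hits whose inhibition reached a set limit at any dose in the follow-up dose series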;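 further: fluorescence reports GDP produced by GAP-driven GTP hydrolysis; strong numbers were not always called active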
Hep lipid drop – hepatic lipid droplet formation modulation; AML12 mouse hepatocytes, oleate lipid droplets, BODIPY imaging; inhibition, % at 6.5 µM; hit rate 0.4% among 240,000; AID 1656;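 active means lipid droplet intensity inhibited by at least 50%, with more than 500 cells counted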
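Test system: AML12 mouse liver cells; schedule: overnight exposure; technique: high-content imaging of BODIPY-stained droplets and DAPI nuclei; read-out: % inhibition of corrected integrated BODIPY droplet signal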
T cell modulator – T cell immune modulation candidate; AID 2052; 2C CD8+ T cell-vesicle binding, flow cytometry; active compounds read low; calls only at 7 µM; hit rate 0.068% among 330,000;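 active means response, share of CD8 T cells binding vesicles, and their 90th percentile fluorescence all below set limits, cut at about 80% in these data, passing the limit was not always enough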
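Assay system – 2C mouse CD8+ T cells · Also added – QL9-loaded Drosophila micro-vesicles · Timing – Cell–vesicle co-incubation 1.5 h at 37 °C, staining 20 min on ice · Signal – flow cytometry of vesicle-bound cells · Measure – percent CD8+ FL2 mean versus row control · Controls – Peptide-free naked vesicles (low) and QL9 vesicles with 0.7% DMSO vehicle (high)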
Hep lipid drop cells 6.5 µM – second read-out of Hep lipid drop, no call of its own (marks repeat the call); cell count; measured here: cell count, cytotoxicity flag;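 cells counted across two imaged fields per well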
T cell modulator vesicle-bound % – recorded beside T cell modulator, whose call it bears; double positive events, %; measured here: CD8+ vesicle-bound cell fraction;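 binding gate set so that unloaded-vesicle control wells show 10% double positive cells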
NTR1 agonist cell count 20 µM – further read-out of NTR1 agonist, marked with its call; cell count; measured here: cell count, cytotoxicity flag
* = called active by the depositor; i = inactive; nt = not tested or not shown.

SMILES	NTR1 agonist	NTR1 agonist cell count 20 µM	GPR35 antagonists	LYP phosphatase	SV40 large T antigen	GPR55 antagonists	GPR55 activation	Rac1 GTP hydrolysis	Hep lipid drop	Hep lipid drop cells 6.5 µM	T cell modulator	T cell modulator vesicle-bound %
CN1CCN(S(=O)(=O)c2cccc(C(=O)Nc3sc4c(c3C(N)=O)CCCC4)c2)CC1	0.1	51	-11%	-5%	3%	-9%	-0.3%	9%	nt	nt	i	37
CCCS(=O)(=O)N1CCN(C(=O)c2cccc(OC)c2)CC1	0.7	74	13%	-3%	7%	-8%	-0.3%	8%	nt	nt	i	10
CC12CCCc3c(O)cc(=O)n(c31)-c1ccccc12 (stereo not given)	2.6	52	-3%	-4%	18%	4%	0.6%	3%	18	738	i	55
O=C(O)/C(=C/c1cccnc1)NC(=O)c1ccccc1	4.1	77	6%	-8%	0%	17%	-0.4%	2%	0	609	i	42
CCN(c1ccc(C)cc1C)S(=O)(=O)c1nnc(NC(=O)c2ccco2)s1	2.2	68	-4%	0%	12%	7%	0.6%	-2%	9	737	i	2
C/C(N)=C(/C#N)C(=O)CSc1nc2scc(-c3ccccc3)c2c(=O)n1C	1.4	60	-1%	2%	7%	-4%	0.1%	0%	4	708	i	63
CS(=O)(=O)N1CCN(C(=O)c2csc3ccccc23)CC1	0.1	72	-1%	2%	-9%	-8%	0.2%	3%	-8	660	i	21
O=C1OC(c2ccc(Cl)cc2)=C/C1=C/c1cccnc1	-1.5	89	8%	-9%	14%	-1%	-0.3%	4%	18	766	i	55
COc1ccc2c(c1)n([O-])c1c([n+]2=O)CCC1	1.0	51	-2%	-4%	24%	6%	-1.5%	nt	6	706	i	40
COc1ccc(CC(=O)N2CCC(Nc3nc4ccccc4n3Cc3ccc(F)cc3)CC2)cc1	3.9	57	5%	-2%	1%	13%	-0.4%	9%	-40	730	i	42
CCC(CC)C(=O)N1N=C(c2ccc(NS(C)(=O)=O)cc2)CC1c1ccc(C)cc1 (stereo not given)	6.0	65	-2%	6%	20%	6%	-0.1%	7%	0	712	i	8
CC(=O)N1c2ccc(S(=O)(=O)N3CCC(C(=O)NCc4ccc(Cl)cc4)CC3)cc2CC1C (stereo not given)	-0.5	72	-1%	-9%	2%	-44%	-0.1%	0%	-15	683	i	12
CCN(CC)S(=O)(=O)c1ccc2c(c1)oc(=O)n2CC(=O)NC1CCCCC1	-0.1	60	3%	-10%	8%	4%	-0.2%	-9%	-35	751	i	5
CCOC(=O)C(C)Sc1nc2c(cnn2-c2ccc(C)cc2)c(=O)[nH]1 (stereo not given)	6.5	90	0%	1%	2%	-14%	0.3%	5%	-11	714	i	38
C=CCN1c2ccccc2[C@]23C[C@@H](C(=O)OC)N(C(=O)CC(C)C)C2=NC(C(=O)OC)=C(C(=O)OC)[C@H]13	1.9	63	-9%	2%	12%	1%	-0.2%	13%	nt	nt	i	29
CCCCC(=O)Nc1ncc([N+](=O)[O-])s1	0.9	45	-10%	-4%	10%	-7%	0.1%	5%	-15	639	i	33
O=C(NCC1CCCO1)C(c1ccc(F)cc1)N(Cc1ccc2c(c1)OCO2)C(=O)c1ccc(CN2CCOCC2)o1 (stereo not given)	0.2	46	9%	4%	4%	-6%	0.3%	5%	-11	698	i	60
COc1cccc(CNC(=O)CCC2CCCN(C(=O)CCn3cncn3)C2)c1 (stereo not given)	-0.6	71	18%	-7%	25%	5%	0.3%	1%	2	650	i	25
CCOC(=O)N1CCN(C(=O)CCN2C(=O)/C(=C\c3cccc(OC)c3)SC2=S)CC1	1.1	58	-13%	-9%	5%	-5%	0.5%	6%	-6	790	i	62
COc1ccc(/C=N/NC(=O)c2[nH]c3ccc(Br)cc3c2-c2ccccc2)c(C(=O)O)c1OC	-0.5	67	-8%	-2%	27%	0%	-0.2%	14%	8	755	i	36

Continued, starting with the last four of the part before.
SMILES	NTR1 agonist	NTR1 agonist cell count 20 µM	GPR35 antagonists	LYP phosphatase	SV40 large T antigen	GPR55 antagonists	GPR55 activation	Rac1 GTP hydrolysis	Hep lipid drop	Hep lipid drop cells 6.5 µM	T cell modulator	T cell modulator vesicle-bound %
O=C(NCC1CCCO1)C(c1ccc(F)cc1)N(Cc1ccc2c(c1)OCO2)C(=O)c1ccc(CN2CCOCC2)o1 (stereo not given)	0.2	46	9%	4%	4%	-6%	0.3%	5%	-11	698	i	60
COc1cccc(CNC(=O)CCC2CCCN(C(=O)CCn3cncn3)C2)c1 (stereo not given)	-0.6	71	18%	-7%	25%	5%	0.3%	1%	2	650	i	25
CCOC(=O)N1CCN(C(=O)CCN2C(=O)/C(=C\c3cccc(OC)c3)SC2=S)CC1	1.1	58	-13%	-9%	5%	-5%	0.5%	6%	-6	790	i	62
COc1ccc(/C=N/NC(=O)c2[nH]c3ccc(Br)cc3c2-c2ccccc2)c(C(=O)O)c1OC	-0.5	67	-8%	-2%	27%	0%	-0.2%	14%	8	755	i	36
O=C(COc1ccc([N+](=O)[O-])cc1)NNC(=S)NC(=O)c1ccc(Br)cc1	3.2	29	3%	1%	18%	0%	0.0%	16%	12	683	i	38
O=C(NCc1ccccc1)C1CCN(C(=O)NCc2ccccc2)CC1	-0.2	72	26%	-6%	10%	-2%	-0.3%	10%	nt	nt	i	38
Cn1c(SCCC#N)nnc1-c1ccccc1F	-0.2	62	-2%	1%	6%	9%	-0.3%	-4%	-7	625	i	46
CCc1ccc(C(=O)/C=C2\Sc3ccccc3NC2=O)cc1	-2.3	70	-4%	-4%	20%	3%	-0.2%	11%	-18	639	i	10
Cc1ccc(S(=O)(=O)Oc2ccc(/C=C3\C(=N)N4N=C(S(C)(=O)=O)SC4=NC3=O)cc2)cc1	-0.3	60	3%	-3%	34%	-2%	-0.1%	42%	0	700	i	54
COc1ccc(CCC(=O)NCCCNC(=O)CCc2ccc(OC)cc2)cc1	1.6	37	5%	2%	10%	2%	-0.1%	3%	-16	645	i	21
O=C1CC(c2ccccc2)CC(=O)C1Sc1ccc(Cl)cc1 (stereo not given)	-0.1	69	-9%	4%	3%	9%	-0.3%	10%	-11	716	i	56
O=C(Nc1cc(Sc2nc3ccccc3s2)cc([N+](=O)[O-])c1)c1ccccc1F	4.5	43	2%	-2%	17%	-8%	-0.1%	11%	nt	nt	i	44
CC(C)C(c1nnnn1C1CCCCC1)N1CCc2ccccc2C1 (stereo not given)	0.6	51	2%	10%	11%	1%	0.5%	5%	nt	nt	i	37
O=C(O)CC(NC(=O)/C(=C/c1ccccc1)NC(=O)c1ccccc1)c1ccccc1 (stereo not given)	0.3	72	7%	2%	11%	-7%	0.2%	5%	-5	693	i	48
COC(=O)/C=C/c1ccc2c(c1)S(=O)(=O)N(Cc1ccc(OC)cc1)[C@H]2CC(=O)OC	0.4	81	nt	nt	21%	nt	nt	5%	nt	nt	i	10
CCC(=O)Nc1ccc(NC(=O)c2cc3ccccc3o2)c(OC)c1	2.3	71	-6%	-3%	13%	-2%	-0.1%	6%	nt	nt	i	26
COC(=O)CSc1nc(NCc2ccccc2)nc(N(C)C)n1	2.4	61	5%	-9%	2%	7%	0.7%	1%	11	759	i	61
O=C(c1ccc([N+](=O)[O-])cc1)N1CCOC12CCN(c1ncc(C(F)(F)F)cc1Cl)CC2	-1.1	37	10%	3%	11%	9%	-0.2%	11%	1	688	i	28
COc1ccc(NS(=O)(=O)c2cccc(C(=O)NC3CCN(Cc4ccccc4)CC3)c2)cc1	1.0	79	17%	-7%	5%	-2%	0.8%	5%	-2	568	i	49
O=C(NC1CCN(Cc2ccccc2)C1)c1cc(COc2ccc(F)cc2F)on1 (stereo not given)	-0.5	75	-3%	-4%	8%	-7%	-0.3%	9%	-20	695	i	50
CCCCOc1ccccc1C(=O)NNC(=S)NC(=O)c1ccccc1[N+](=O)[O-]	7.5	62	-1%	-6%	4%	1%	0.5%	10%	2	826	i	71
COc1ccc(C)cc1S(=O)(=O)Nc1ccc(F)cc1	-0.2	64	-9%	-7%	-1%	4%	-0.1%	7%	-19	783	i	35
CCO[C@@H]1OC(C(=O)N2CCN(Cc3ccc4c(c3)OCO4)CC2)=C[C@H](c2coc3ccccc3c2=O)[C@H]1CCCO	-1.6	89	-18%	0%	6%	11%	0.6%	10%	1	692	i	14
CCCCOc1ccc(C(=O)NCC(=O)N2CCN(Cc3ccc4c(c3)OCO4)CC2)cc1	2.9	79	nt	nt	14%	nt	nt	5%	nt	nt	i	52
COc1ccc(CCNS(=O)(=O)c2ccc3c(c2)NC(=O)CS3)cc1OC	1.1	58	5%	-9%	nt	1%	-0.4%	10%	-11	688	i	26
COc1cccc(CN2CCC(n3nccc3NC(=O)CCCc3ccccc3)CC2)c1O	0.1	71	7%	-8%	10%	7%	0.2%	12%	7	652	i	26
CN(Cc1ccccc1Cl)C(=O)c1cnccc1C(F)(F)F	-0.4	39	11%	-10%	4%	0%	-0.4%	6%	-15	753	i	30
COc1ccc(N2CCCn3c2nc2c3c(=O)n(Cc3ccccc3F)c(=O)n2C)cc1	nt	nt	-1%	-12%	nt	2%	0.7%	nt	nt	nt	nt	nt
Cc1cccc(NC(=O)COC(=O)Cc2c[nH]c3ccccc23)c1C	2.4	38	-1%	3%	-5%	0%	-0.2%	-2%	-3	694	i	46
O=c1c2c(-c3ccc([N+](=O)[O-])cc3)csc2nc2n1CCC2	0.2	57	-7%	-3%	15%	14%	-0.2%	10%	nt	nt	i	57
COC(=O)c1c(C)oc(C)c1S(=O)(=O)NC(C)(C)C	0.3	56	6%	-5%	5%	9%	-0.2%	7%	-28	683	i	36
COc1ccc(CNC(=O)CN(C(=O)CCC(=O)Nc2ccccn2)c2cccc(C)c2C)cc1	0.7	47	-6%	-13%	-1%	8%	-0.1%	6%	-10	773	i	19
Cc1ccc(N=Cc2ccc[nH]2)c(O)c1	-1.8	45	20%	8%	8%	9%	-0.1%	5%	-3	754	i	19
OCCCc1ccc(O)c(O)c1	-1.1	92	-10%	-6%	19%	4%	0.1%	-4%	2	705	i	58
CCCn1nnc(NC(=O)/C=C/c2ccc(C(C)C)cc2)n1	0.4	63	8%	-3%	15%	-2%	-0.2%	7%	10	662	i	60
